# Tb PGK inh = inhibitors of T. brucei phosphoglycerate kinase. P07378. PGK/GAPDH coupled, Kinase-Glo luminescence, 60 min. Potency, µM (series often up to 57.5 µM), for the others: at the highest dose activity change, negative = inhibition, actives largely listed as inhibitors. 380,000 compounds, 0.043% hits. AID 602233; also: % is scaled to controls: 0 for no effect and ±100 for the full control effect; nearly all actives have a fitted effect of over 60% in size
# Target sequence (P07378 whole entry, looked up): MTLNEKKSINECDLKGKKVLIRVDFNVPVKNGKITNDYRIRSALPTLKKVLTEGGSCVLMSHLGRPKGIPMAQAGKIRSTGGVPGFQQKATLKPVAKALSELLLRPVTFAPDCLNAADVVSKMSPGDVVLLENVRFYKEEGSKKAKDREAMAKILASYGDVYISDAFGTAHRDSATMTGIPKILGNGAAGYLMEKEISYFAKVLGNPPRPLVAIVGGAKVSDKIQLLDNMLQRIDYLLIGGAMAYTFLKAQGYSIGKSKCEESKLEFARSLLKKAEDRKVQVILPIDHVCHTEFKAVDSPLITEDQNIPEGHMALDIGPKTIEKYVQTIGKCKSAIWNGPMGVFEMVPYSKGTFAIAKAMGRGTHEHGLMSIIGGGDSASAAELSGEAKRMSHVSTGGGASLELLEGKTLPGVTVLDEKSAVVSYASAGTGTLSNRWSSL
#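 Recombinant glycosomal PGK reaction used 1,3-bisphosphoglycerate generated in-well by GAPDH (100nM final) in 100mM TEA pH 7.6, 5mM MgCl2, 0.01% Tween-20. After 60 minutes at room temperature, ATP was read by Kinase-Glo Plus luminescence end-point.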
# ERG-DNA inh = inhibitors of human ERG Ets domain-DNA interaction. fluorescence polarization, His-ERG Ets domain / labelled DNA. Potency, µM (series often up to 76.9 µM), for the others: at the highest dose FP activity, negative = inhibition, most hits filed as inhibitors. P11308. AID 624246. 370,000 compounds, 0.028% hits; active = well fitted inhibition curve with a large enough effect in the polarisation, with a control signal flat; inconclusive = small, poorly fitted or top-dose-only effect, or effect the other way, or a change in a side signal; inactive = no such curve, though single readings can be large or run the other way; the % refers to the polarisation;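 also: polarization taken with two DNA probes labelled with fluorescein and Texas red; % of control where 0% means no effect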
# Target sequence (P11308 whole entry, looked up, the tested form may be a part): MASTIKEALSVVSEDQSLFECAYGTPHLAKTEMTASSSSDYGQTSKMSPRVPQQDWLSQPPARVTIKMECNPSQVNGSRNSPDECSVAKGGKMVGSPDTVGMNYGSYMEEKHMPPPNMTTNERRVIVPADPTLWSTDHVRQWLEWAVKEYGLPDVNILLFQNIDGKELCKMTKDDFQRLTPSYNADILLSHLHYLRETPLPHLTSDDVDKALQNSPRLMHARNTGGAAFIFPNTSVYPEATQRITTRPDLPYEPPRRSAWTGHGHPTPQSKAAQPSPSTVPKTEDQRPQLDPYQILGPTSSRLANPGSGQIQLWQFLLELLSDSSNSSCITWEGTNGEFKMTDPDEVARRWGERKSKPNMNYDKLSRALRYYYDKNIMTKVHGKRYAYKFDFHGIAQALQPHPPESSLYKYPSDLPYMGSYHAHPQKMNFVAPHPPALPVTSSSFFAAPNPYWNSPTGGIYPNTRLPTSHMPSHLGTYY
#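 His-tagged ERG Ets domain (1 uM in the protein solution; 300mM KCl, 50mM Tris-HCl, 1mM EDTA, 1mM DTT, pH 7.5) received compound, then a probe mix of 5 nM fluorescein-DNA and 100nM Texas-615-DNA. Fluorescence polarization was read for both dyes.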
# Pin1 inh = human Pin1 inhibition | Q13526 | Potency, µM (series often up to 115 µM), for the others: at the highest dose activity, negative = inhibition, most hits filed as inhibitors | 390,000 compounds, 0.009% hits | Pin1 FP peptide displacement, HiFluor488, 10 min; active = well fitted inhibition curve with a large enough effect in the polarisation, with a control signal flat, not every such curve was filed as active; inconclusive = small, poorly fitted or top-dose-only effect, or effect the other way, or a change in a side signal; inactive = no such curve, though single readings can be large or run the other way; the % refers to the polarisation; also: % is scaled to controls: 0 for no effect and ±100 for the full control effect
# GLS inhibitor = glutaminase GLS (human) inhibition | O94925 | GLS enzymatic activity, qHTS titration | Potency, µM (doses to about 45.5 µM), for the others: at the top dose activity change, negative = inhibition, hits mostly inhibitors | 410,000 compounds, 0.21% hits | AID 624170; also: % is scaled to controls: 0 for no effect and ±100 for the full control effect
#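 Glutamate formation by hKGA was monitored fluorometrically using coupled glutamate oxidase, HRP and Amplex Red. Substrate was added as 1 mM L-glutamine solution; incubation was 30 min at RT after an initial read.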
# HP1b chromo inh = inhibitors of HP1-beta chromodomain binding to methylated histone tails | AlphaScreen HP1-beta / biotin-H3K9me3 peptide binding | Potency, µM (series often up to 114 µM), inactives show top-dose activity change, negative = inhibition, usual class: inhibitors | 390,000 compounds, 0.56% hits | AID 540317; also: nearly all actives have a fitted effect of over 70% in size; inactives centre near 23
# Target sequence (P83916 whole entry, looked up): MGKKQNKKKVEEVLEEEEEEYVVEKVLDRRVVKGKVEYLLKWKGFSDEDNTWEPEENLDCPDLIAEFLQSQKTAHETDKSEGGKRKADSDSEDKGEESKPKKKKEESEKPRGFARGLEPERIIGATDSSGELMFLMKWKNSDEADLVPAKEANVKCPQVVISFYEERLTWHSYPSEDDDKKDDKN
#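 AlphaScreen: HP1-beta (50 nM) preformed 30 min with biotin-H3(1-18)K9me3 peptide (50 nM) in PBS pH 7.4, 0.01% Tween-20. Compound added for 30 min at RT, then streptavidin donor/nickel chelate acceptor beads (10 ug/mL) for 30 min.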
# 12-LOX inh = ALOX12 (human) lipoxygenase inhibition | purified 12hLO, xylenol orange hydroperoxide absorbance | 580,000 compounds, 1.1% hits | P18054 | AID 1671190 | Potency, µM (series often up to 108 µM), inactives show at the highest dose activity change, negative = inhibition, actives largely listed as inhibitors; also: % is scaled to controls: 0 for no effect and ±100 for the full control effect
#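 Hydroperoxide product was detected by ferrous iron/xylenol orange as the 573 to 405 nm absorbance ratio. Arachidonic acid at 40 uM (final) was turned over for 30 min at room temperature by 150 nM human 12hLO, pH 7.0 Hepes buffer, after 15 min compound preincubation.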
# JMJD2A Tudor inh = blocks the human JMJD2A Tudor domain; O75164; Potency, µM (highest dose often 114 µM), for the others: at the highest dose activity change, negative = inhibition, usual class: inhibitors; 390,000 compounds, 4.4% hits; AID 504339; AlphaScreen JMJD2A-Tudor / H3K4me3 peptide binding; also: % is scaled to controls: 0 for no effect and ±100 for the full control effect; nearly all actives have a fitted effect of over 50% in size
# TrxR1 inh = rat TrxR1 inhibition | 390,000 compounds, 1% hits | Potency, µM (series often up to 114 µM), inactives show at the highest dose activity change, negative = inhibition, usual class: inhibitors | recombinant rTrxR1, NADPH fluorescence consumption, selenite substrate; also: % is scaled to controls: 0 for no effect and ±100 for the full control effect; nearly all actives have a fitted effect of over 65% in size
#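 Rat TrxR1 (90 nM in the dispensed reagent) was pre-reduced with 400 uM NADPH for 5 min at room temperature, then incubated with compound for 15 min. After 400 uM selenite was added, NADPH fluorescence (Ex 340/Em 450 nm) was followed for 8 min.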
# RGS4 inh = human RGS4 inhibition; 390,000 compounds, 0.039% hits; AID 504845; Transcreener GDP fluorescence polarization, RGS4-accelerated GTP hydrolysis; Potency, µM (series often up to 114 µM), inactives show top-dose activity change, negative = inhibition, actives largely listed as inhibitors; also: % is scaled to controls: 0 for no effect and ±100 for the full control effect; nearly all actives have a fitted effect of over 75% in size; some results filed as inactive show a strong effect at the top dose
#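 MLSMR compounds (23 nl, pin-transferred) preincubated 10 min at room temperature with a 500nM (2x) first reagent, then RGS4 at 900nM (2x) plus Transcreener GDP mix added; fluorescence polarization (620/688 nm) read before and after 90 min at 30 °C.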
# * = called active by the depositor; i = inactive; ? = inconclusive; nt = not tested or not shown; & = joins results of further samples; [ ] = another dose, or the depositor's remark. Unless noted, calls follow the shape of the dose curve; as a rule, active = well fitted curve in the direction sought with a large enough effect; inconclusive = small, poorly fitted or top-dose-only effect, or another doubt; inactive = no such curve, though single readings can be large; an effect the other way counts as inactive or inconclusive. Potency is read from the fitted curve at half-maximal effect.
mol	Tb PGK inh	ERG-DNA inh	Pin1 inh	GLS inhibitor	HP1b chromo inh	12-LOX inh	JMJD2A Tudor inh	TrxR1 inh	RGS4 inh
COc1ccc(C)cc1NC(=O)Nc1ccccc1SC	-9%	16%	5%	-4%	4%	1%	-12%	22%[57.1 µM]	-10%
O=C(Nc1ccc(N2CCCC2)cc1)c1cc2ccccc2o1	-11%	14%	10%	5%	-12%	0%	?	14%	-38%
CC(=O)c1cc(F)c(N2CCN(C(=O)c3ccco3)CC2)cc1C	9%	3%	0%	-10%	30%	0%	-7%	-13%[57.1 µM]	14%
COc1ccc(-n2c(=S)[nH]c3ccccc32)cc1	3%	14%	20%	6%	3%	28µM*	40µM*	-12%	-46%
O=S(=O)(c1ccc(Cl)cc1)c1nc(-c2cccs2)oc1SCc1ccccc1F	5%	-3%	65%[activator]	0%	42%[activator]	0%	-2%	8%	-8%
Cc1ccc(Nc2nc(Cl)nc(N(C)C#N)n2)cc1	-3%	-3%	-2%	-4%	27%	-2%	-5%	7%[57.1 µM]	-18%
CC(=O)N1C(C)(C)CC(=NOC(=O)c2ccccc2)CC1(C)C	-2%	-5%	-3%	-4%	69%[activator]	-4%	-1%	12%	-21%[56.9 µM]
O=C(/C=C/c1ccccc1[N+](=O)[O-])N1CCN(c2ccccc2F)CC1	3%	-7%	0%	3%	14%	-27%	-30%	12%	10%
CCc1ccc(CNC(=O)c2c(C)oc3ncn(CC(C)C)c(=O)c23)cc1	5%	0%	?	5%	37%	?	3%	3%	14%
O=C(O)c1ccc(-n2c(/C=C\c3ccc(O)cc3)nc3ccccc3c2=O)cc1	i	1%	25%	-2%	35%	?	-15%	-15%	-24%
O=C(CN(C(=O)CCC(=O)Nc1ccccn1)c1cccc(F)c1)NCc1ccc2c(c1)OCO2	0%	-17%	-1%	-7%	36%	12%	-12%	-59%[0.0914 µM]	-16%
Cc1ccc(C(=O)OCC(=O)Nc2sccc2C(N)=O)cc1NC(=O)c1ccco1	-12%	-16%	76%[activator]	-4%	26%	0%	-12%[57.1 µM]	-11%	4%[11.4 µM]
N#Cc1c(Cl)cccc1Oc1ccc(S(=O)(=O)Nc2ccccc2)cc1	-2%	0%	2%	12%	30%	?	-9%	11%[57.1 µM]	0%
Cc1cccc(-c2noc(CN(C(=O)c3ccccc3Cl)C(C)C)n2)c1	-6%	-6%	1%	-6%	81%[activator]	-4%	11%	3%	3%
O=C(CN1C(=O)/C(=C/c2ccc(F)cc2)SC1=S)NC1CCS(=O)(=O)C1 (stereo unspecified)	-2%	16%	0%	2%	16%	-21%	-4%	14%	-38%
CC(C)(C)c1ccc(S(=O)(=O)N2CCN(Cc3cc4c(cc3O)OCO4)CC2)cc1	-9%	nt	-3%	-4%	-2%	128%[activator]	?	-34%	-20%
O=C(N/N=C/c1ccc(OC(F)F)cc1)c1ccc(Br)cc1	-5%	8%	19%	8%	14%	0%	-19%	-1%	?
O=C(O)CCC(=O)N(Cc1ccccc1)Cc1ccccc1	-5%	10%	-2%	-8%	51%[activator]	0%	-18%	67%	4%
CCOC(=O)c1cc2occc2n1CC(=O)N1CCCc2ccccc21	9%	nt	4%	15%	-29%	1%	?	?	3%
CCOc1ccc(NC(=O)CC2SC(=O)N(c3ccccc3)C2=O)cc1 (stereo unspecified)	-3%	-1%	-1%	?	-4%	-13%	-29%	-56%	?
O=C(N1CCN(c2ccccc2)CC1)C1(c2cccs2)CCOCC1	4%	1%	3%	-10%	21%	nt	1%	-2%[57.1 µM]	-22%
Cc1cccc(C(=O)N2CCN(c3ccc(N4CCOCC4)nn3)CC2)c1	i	-3%	?	-1%	31%	-3%	3%	11%	4%
CC(C)CCNC(=O)CCCOc1cc(=O)n(C)c2ccccc12	-4%	3%	-7%	1%	3%	0%	-7%	-11%	26%
COc1ccccc1NC(=O)COc1cccnc1[N+](=O)[O-]	-7%	4%	-2%	-2%	28%	164%[activator]	-3%	12%	-3%
CC(C)(C)Nc1nc2cc([N+](=O)[O-])ccc2o1	i	21%	45%[activator]	-4%	36%	143%[activator]	-10%	4%	14%

# No new results follow: an excerpt of the list.
mol	Tb PGK inh	ERG-DNA inh	Pin1 inh	GLS inhibitor	HP1b chromo inh	12-LOX inh	JMJD2A Tudor inh	TrxR1 inh	RGS4 inh
O=C(/C=C/c1ccccc1[N+](=O)[O-])N1CCN(c2ccccc2F)CC1	3%	-7%	0%	3%	14%	-27%	-30%	12%	10%
CCc1ccc(CNC(=O)c2c(C)oc3ncn(CC(C)C)c(=O)c23)cc1	5%	0%	?	5%	37%	?	3%	3%	14%

# Further entries:
mol	Tb PGK inh	ERG-DNA inh	Pin1 inh	GLS inhibitor	HP1b chromo inh	12-LOX inh	JMJD2A Tudor inh	TrxR1 inh	RGS4 inh
O=C(OC1CCOC1=O)c1cc(-c2ccc(Br)cc2)nc2ccccc12 (stereo unspecified)	-4%	-5%	-2%	1%	8%	?	-17%	11%	7%
Cc1noc(NS(=O)(=O)c2ccc(NC(=O)Nc3ccc(Cl)c(Cl)c3)cc2)c1C	-12%	?	?	10%	-10%	?	?	7%[57.1 µM]	11%
CCc1ccccc1NC(=O)Cn1nnc(C(=O)OC)c1C(=O)OC	3%	-8%	0%	13%	13%	-17%	-36%	-1%	11%
Cn1cc(CN2CCc3sccc3C2)c(-c2ccccc2F)n1	i	-7%	-3%	2%	23%	6%	-27%	19%	8%
Cc1cccc(N(C)C(=O)C2CCN(S(=O)(=O)c3cccc4nonc34)CC2)c1	-1%	2%	-4%	10%	-13%	-18%	-30%	11%[57.1 µM]	20%
CCc1ccc2c(c1)c1nc(C)sc1n2CC(=O)OC	-3%	-8%	-1%	1%	11%	4%	-14%	18%	-4%
Cn1cc(CN2CCCC(C(=O)c3cc(F)ccc3F)C2)c2ccccc21 (stereo unspecified)	i	8%	-1%	-4%	5%	-17%	?	6%	-3%
COc1cc2c(cc1OC)[C@@H](NC(=O)Cc1ccc(F)cc1)[C@H](OCc1ccccc1)C2	-4%	-7%	11%	0%	12%	9%	-8%	25%	9%
Cc1nc2c(O)c3c(c(O)c2nc1C)C1C=CC3CC1	i	nt	-4%	?	32%	?	-11%	?	-39%
COc1ccc(NC(=O)CSc2nc(=O)n(CCN3CCOCC3)c3c2CCCC3)c(OC)c1	i	nt	-6%	7%	25%	0%	-14%	-4%	-15%
CN(C)CCCn1c(=O)n(CCc2ccccc2)c(=O)c2c3c(sc21)CCCCC3	-3%	96%[activator]	-1%	-8%	-14%	137%[activator]	56µM*	16%	-7%
Cn1c(=O)oc2cc(S(=O)(=O)NCCCN3CCCC3=O)ccc21	-9%	-10%	6%	-1%	14%	-3%	-11%	5%[57.1 µM]	15%
CCC(NS(=O)(=O)c1ccc(OC)cc1)C(=O)O (stereo unspecified)	5%	-3%	-5%	6%	27%	0%	-14%	9%[57.1 µM]	16%
CN(CC(=O)NCc1ccccc1)S(=O)(=O)c1cnc[nH]1	-8%	nt	-2%	1%	10%	9%	-10%	18%	10%
O=C(Nc1cccc2[nH]ncc12)NS(=O)(=O)c1ccccc1	nt	?	-3%	-3%	37%[activator]	0%	-5%	1%	-40%
CC1CCCCN1C(=O)c1cc(-c2ccc(Cl)c(Cl)c2)on1 (stereo unspecified)	-6%	-2%	-5%	-12%	54%[activator]	-5%	10%	-12%	-18%
COC(=O)CN1C(=O)C2(C(C#N)=C(N)Oc3c2c(C)nn3-c2ccccc2)c2ccccc21 (stereo unspecified)	-4%	-2%	?	12%	11%	-14%	-30%	-1%[57.1 µM]	-11%
Cc1nc2sc(C(c3ccco3)N3CCc4ccccc4C3)c(O)n2n1 (stereo unspecified)	nt	nt	-11%	-21%	-6%	?	56µM*	?	-5%
CCOC(=O)c1sc2nc(SC)nc(-c3ccc(Cl)cc3)c2c1N	4%	-5%	-1%	3%	34%	37%[activator]	-5%	-4%	17%
Cc1nc2ccccn2c1C(=O)N/N=C/c1ccc([N+](=O)[O-])o1	0%	11%	?	?	?	-26%	40µM*	?	-9%
CCCCC(=O)Nc1ccc(NC(=O)C2CC2)cn1	-6%	5%	-3%	9%	5%	51%[activator][57.4 µM]	-29%	19%[57.1 µM]	24%
CC(C)CC(=O)Nc1cc2c3c(c1)CCN3C(=O)CC2	6%	0%	2%	7%	28%	-26%	-22%	4%	-3%
Cc1cc2c(c(=O)o1)C(C1C=CCCC1)C(C#N)=C(N)O2 (stereo unspecified)	-1%	10%	12%	15%	12%	-28%	-10%	-21%	34%
CCOc1ccccc1CNC(=O)CC(C)n1ccc(C)n1 (stereo unspecified)	-6%	3%	-3%	-3%	32%	15%&2%	-20%	-4%[57.1 µM]	-24%
CC(C)Oc1ccc(S(=O)(=O)N2CCCCC2)cc1NC(=O)C1CCCC1	-2%	-1%	3%	12%	28%	391%[activator]	-5%	24%	13%
COc1cccc(-c2cc(C(=O)Nc3cnn(Cc4ccccc4C)c3)no2)c1	i	2%	12%	-5%	46%[activator]	-25%	-11%	22%	-10%
COc1ccc(NS(=O)(=O)c2c(C)cc(C)cc2C)cc1	1%	0%	-7%	10%	44%[activator]	36%[activator]	-14%	2%	3%
CCOC(=O)c1c(C)[nH]c(C)c1C(=O)CSc1nc2ccccc2[nH]1	-4%	19%	-2%	-5%	-3%	-14%	?	0%	-13%

# Assay outcomes from PubChem BioAssay.

# These rows are one share of the data; count on the stated rates, not on these rows.
